Screening data: PubChem BioAssay, The Scripps Research Institute Molecular Screening Center
ULK1 primary = inhibitors of human ULK1 kinase; O75385; AlphaScreen Atg13 phosphorylation by ULK1, luminescence; inhibition, % at 5.96 µM; hit rate 1.9% among 30,000; AID 1259251; in the data active = inhibition above about 43%;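 also: 0% = median of compound wells and 100% = no enzyme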
Target sequence (O75385 whole entry, looked up): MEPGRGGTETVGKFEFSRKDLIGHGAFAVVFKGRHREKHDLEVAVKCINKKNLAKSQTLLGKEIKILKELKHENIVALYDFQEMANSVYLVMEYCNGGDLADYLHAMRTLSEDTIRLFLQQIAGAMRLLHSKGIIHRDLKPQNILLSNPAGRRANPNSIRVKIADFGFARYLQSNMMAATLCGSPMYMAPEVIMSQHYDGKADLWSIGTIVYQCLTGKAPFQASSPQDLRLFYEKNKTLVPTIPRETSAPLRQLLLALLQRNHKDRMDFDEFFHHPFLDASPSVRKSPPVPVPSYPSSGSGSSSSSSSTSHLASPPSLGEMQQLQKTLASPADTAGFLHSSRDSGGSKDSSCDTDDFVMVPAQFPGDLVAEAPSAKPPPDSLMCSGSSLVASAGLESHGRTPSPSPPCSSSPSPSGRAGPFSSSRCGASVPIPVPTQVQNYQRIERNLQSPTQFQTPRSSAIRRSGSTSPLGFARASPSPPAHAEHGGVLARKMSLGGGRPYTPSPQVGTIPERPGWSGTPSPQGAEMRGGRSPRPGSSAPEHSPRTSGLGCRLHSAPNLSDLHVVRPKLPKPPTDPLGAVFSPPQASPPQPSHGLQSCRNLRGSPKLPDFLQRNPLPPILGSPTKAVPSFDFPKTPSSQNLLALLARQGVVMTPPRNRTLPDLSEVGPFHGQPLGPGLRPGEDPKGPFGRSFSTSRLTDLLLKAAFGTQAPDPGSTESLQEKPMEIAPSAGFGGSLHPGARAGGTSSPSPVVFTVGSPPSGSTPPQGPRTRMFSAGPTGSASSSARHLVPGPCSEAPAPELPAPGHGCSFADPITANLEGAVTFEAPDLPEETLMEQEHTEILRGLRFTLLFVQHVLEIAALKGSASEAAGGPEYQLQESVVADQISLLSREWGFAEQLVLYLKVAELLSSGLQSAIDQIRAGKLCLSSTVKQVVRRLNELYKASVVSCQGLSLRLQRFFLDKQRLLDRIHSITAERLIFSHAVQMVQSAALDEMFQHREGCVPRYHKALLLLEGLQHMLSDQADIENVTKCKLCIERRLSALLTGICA
ASK1 inh = human ASK1 kinase inhibition, primary screen | hit rate 0.99% among 22,000 | AID 1159602 | inhibition, % at 7.44 µM | AlphaScreen MKK6 phosphorylation by ASK1, luminescence | Q99683; in the data active = inhibition above about 35%;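 also: 0% = median of compound wells and 100% = no enzyme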
Active calls of the source: *.

`CCCN1CCN(c2c(Cl)cccc2NC(=O)Nc2cccc(Br)c2)CC1` gave ULK1 primary -14.1 and ASK1 inh -20.6.
`CCN(CC)C(=O)C1CCCN(c2ncc(C)c(NC3CC3)n2)C1` (stereo unspecified) gave ULK1 primary -3.8 and ASK1 inh 1.1.
Nc1nc(Nc2ccc(N3CCOCC3)cc2)cc(-c2cccs2)n1 was read as ULK1 primary 2.2 and ASK1 inh -3.9.
For Cn1nccc1Nc1nc(NCCN2CCOCC2)c2ncn(-c3ccsc3)c2n1 the results were ULK1 primary -2.7 and ASK1 inh -13.9.
`Nc1cccc(-c2cc(C(=O)NCCCN3CCCC3=O)ccn2)c1` gave ULK1 primary -1.7 and ASK1 inh 0.5.
For O=C(NCc1cccnc1)c1cnc(Nc2ccc3ncccc3c2)s1 the results were ULK1 primary -4.9 and ASK1 inh -4.4.
Screening CCN(CC)c1nc(NC2CC2)nc(N2CCN(Cc3ccc4c(c3)OCO4)CC2)n1 returned ULK1 primary -2.5 and ASK1 inh -9.4.
Screening FC(F)(F)c1ccc(Cn2cnc3c(NCCOc4ccccc4)nc(N4CCC(N5CCOCC5)CC4)nc32)cc1 returned ULK1 primary -36.8 and ASK1 inh 15.1.
CNC(=O)c1ccc2cnc(Nc3ccc(-n4cnc(N5CCOCC5)n4)cc3)nc2c1 was read as ULK1 primary 50.2* and ASK1 inh -45.4.
`CC1=NN(c2ccc(Cl)cc2)C(=O)/C1=C\c1ccccc1OCC#N` gave ULK1 primary 2.7.
Screening CCN(CC)c1nc(Nc2ccc3c(c2)OCO3)nc(Nc2ccncn2)n1 returned ULK1 primary -18.8 and ASK1 inh 12.6.
COc1ccc2c(c1)CC(C(=O)Nc1ccc(-c3cn[nH]c3)cc1Oc1ccc(F)cc1)CO2 (stereo unspecified) was read as ULK1 primary -19.6 and ASK1 inh -5.2.
O=C(NN=C1CCCCCCC1)c1cccc(O)c1 was read as ULK1 primary 10.5.
For O=C(NCc1ccccc1)c1ccccc1Nc1ccnc(Nc2ccc(N3CCOCC3)cc2)c1 the results were ULK1 primary 2.1 and ASK1 inh 12.5.
For Cn1nc(-c2ccnc(Nc3ccc(N4CCOCC4)cc3)c2)cc1NC(=O)Cc1ccccc1 the results were ULK1 primary -11.5 and ASK1 inh 25.9.
For CC(C)N(CCNc1nc(Nc2cccnc2)nc2c1ncn2C(C)C)C(C)C the results were ULK1 primary -30.4 and ASK1 inh -9.6.
`COc1ccc2c(c1)c(C(=O)CCl)c(C)n2C` gave ULK1 primary 10.4.
Screening CC(C)n1cnc2c(NCc3cccc(C(F)(F)F)c3)nc(Cl)nc21 returned ULK1 primary -30.4 and ASK1 inh 2.7.
For Cn1c(Nc2ncc(C(=O)NCCOc3ccccc3)s2)nc2ccccc21 the results were ULK1 primary 4.8 and ASK1 inh -9.7.
For CC(C)n1cnc2c(NC3CCN(Cc4ccccc4)CC3)nc(NC3CCN(Cc4ccccc4)CC3)nc21 the results were ULK1 primary -10.7 and ASK1 inh 8.6.
For O=C(c1cc2nc(-c3ccco3)cc(C(F)(F)F)n2n1)N1CCSCC1 the results were ULK1 primary 6.3.
`COc1ccc(C2=NC(C)(C)NC(c3ccccc3O)C2)cc1` (stereo unspecified) gave ULK1 primary 22.6.
N#Cc1cc(-c2ccnc(Nc3ccc(-n4cnc(-c5ccccn5)n4)cc3)n2)cc(N2CCCC(O)C2)c1 (stereo unspecified) was read as ULK1 primary 4.2 and ASK1 inh 9.8.
`N#Cc1c(Cl)cccc1NC(=O)c1ccc(Br)o1` gave ULK1 primary 6.0 and ASK1 inh -21.5.
Screening O=C(NCc1cccc(C(F)(F)F)c1)c1cnc(-c2ccccc2)s1 returned ULK1 primary -16.8 and ASK1 inh -3.2.
For Nc1cccc(-c2nc(C(=O)NCc3cccnc3)cs2)c1 the results were ULK1 primary 8.9 and ASK1 inh -32.2.
For Nc1nccc(-c2ccc3nc(C4COc5ccc(OC(F)(F)F)cc5C4)[nH]c3c2)n1 (stereo unspecified) the results were ULK1 primary 2.8 and ASK1 inh -2.5.
For c1nc(NC2CC2)cc(-c2ccc(N3CCOCC3)nc2)n1 the results were ULK1 primary 4.5 and ASK1 inh -1.4.
`CN1CCN(C(=O)c2ccc(-c3nc(NCCOc4ccccc4)c4ncn(CCN5CCCC5=O)c4n3)cc2)CC1` gave ULK1 primary -10.7 and ASK1 inh -6.9.
For COc1ccc(-n2ncnc2-c2cccc(-n3ncc4cc(Nc5ccccc5F)ccc43)c2)cc1 the results were ULK1 primary 1.5 and ASK1 inh -4.6.
For C#CCSc1nc2c(cnn2-c2ccc(Cl)cc2)c(=O)[nH]1 the results were ULK1 primary -1.9.
Screening CCCNc1nc(-c2ccccc2)nc2cc(OC)c(OC)cc12 returned ULK1 primary -4.5 and ASK1 inh -2.0.
COc1ccc(-c2cccc(C(=O)NCc3cccnc3)c2)cc1 was read as ULK1 primary 6.8 and ASK1 inh -1.6.
Screening O=C(C(O)c1ccc(F)cc1F)N1CCC(Nc2ccc3[nH]ncc3c2)C1 (stereo unspecified) returned ULK1 primary -11.0 and ASK1 inh -7.5.
Screening CCn1c(C2COc3ccc(OC)cc3C2)nc2cc(F)c(-c3cn[nH]c3)cc21 (stereo unspecified) returned ULK1 primary -0.5 and ASK1 inh 3.2.
`FC(F)(F)c1cccc(CNc2nc(-c3ccccc3)nc3c2ncn3-c2ccccc2)c1` gave ULK1 primary 4.7 and ASK1 inh -15.5.
Screening COc1ccc2c(c1)C[C@@H](C(=O)Nc1ccc(-c3cn[nH]c3)cc1OCCN(C)C)NC2 returned ULK1 primary 10.4 and ASK1 inh 3.0.
`Cc1cc(C)cc(Cn2cc(-c3ccco3)ccc2=O)c1` gave ULK1 primary 34.4.
For CCN(CC)C(=O)C1CCCN(c2cc(C(=O)NCCO)c3ccccc3n2)C1 (stereo unspecified) the results were ULK1 primary 4.2 and ASK1 inh 2.0.
For OCCN1C[C@H](O)[C@@H](O)[C@H](O)[C@H]1CO the results were ULK1 primary -0.5.
`Nc1nc(Nc2ccccc2)cc(Nc2nccc3ccccc23)n1` gave ULK1 primary -24.6 and ASK1 inh -6.2.
`COc1ccc(CCNc2ncnc3c2nc(-c2ccc(C(=O)NC4CC4)cc2)n3C(C)C)cc1` gave ULK1 primary -1.1 and ASK1 inh -3.8.
For Cc1ccc2c(c1)CC(C(=O)Nc1ccc(-c3cn[nH]c3)cc1OCC(=O)O)CO2 (stereo unspecified) the results were ULK1 primary 9.4 and ASK1 inh -13.0.
C/C(=N\Nc1cc(N2CCOCC2)nc(C)n1)c1ccc(F)cc1 was read as ULK1 primary -16.2.
Screening CC(C)N(CCNC(=O)c1csc(Nc2ccncn2)n1)C(C)C returned ULK1 primary -3.0 and ASK1 inh 0.8.
For NC(=O)c1ccc(-c2ncc(C(=O)NCc3ccccc3)s2)cc1 the results were ULK1 primary -4.7 and ASK1 inh 5.6.
O=C(Cc1cn(-c2ccc(NCCCN3CCCC3=O)nn2)c2ccccc12)NCc1nc2ccccc2[nH]1 was read as ULK1 primary 12.6 and ASK1 inh -3.8.
O=C(Nc1cccc(Cl)c1N1CCC(NC2CC2)CC1)c1ccc(Br)o1 was read as ULK1 primary 15.6 and ASK1 inh 10.6.
`c1cncc(Nc2nc3ncnc(Nc4ccc(N5CCOCC5)cc4)c3[nH]2)c1` gave ULK1 primary 8.0 and ASK1 inh 18.9.
NC(C(=O)NC1C(=O)N2C(C(=O)O)=C(Cl)CCC12)c1ccccc1 (stereo unspecified) was read as ULK1 primary 12.6.
Screening CN1CCN(c2ccc(-c3cccc(C(=O)NCc4ccccc4)c3)cc2)CC1 returned ULK1 primary -2.1 and ASK1 inh 8.2.
For COc1ccc(-c2cc(NCCN(C(C)C)C(C)C)nc(N)n2)cn1 the results were ULK1 primary 1.3 and ASK1 inh -18.0.
`COc1cc(Nc2nc(NC3CCN(Cc4ccccc4)CC3)c3ncn(-c4ccsc4)c3n2)cc(OC)c1OC` gave ULK1 primary 8.2 and ASK1 inh 24.6.
CN1CCN(C(=O)c2ccc(-c3nc(NCCCN4CCCC4=O)c4[nH]cnc4n3)cc2)CC1 was read as ULK1 primary -4.0 and ASK1 inh -11.8.
Screening Nc1nc(-c2ccc(C(=O)NC3CC3)cc2)nc2nc[nH]c12 returned ULK1 primary 15.3 and ASK1 inh -11.3.
Screening CC(C)n1cnc2c(NC3CC3)nc(N3CCCC3CO)nc21 (stereo unspecified) returned ULK1 primary 1.7 and ASK1 inh 4.2.
For COc1cccc(CN(CCN(C)C)C(=O)c2cn(C)c3cc(-c4cn[nH]c4)ccc23)c1 the results were ULK1 primary -3.7 and ASK1 inh 3.7.
For COc1ccc(-c2nc(NC3CCN(Cc4ccccc4)CC3)c3ncn(C4CCCCC4)c3n2)cn1 the results were ULK1 primary -7.5 and ASK1 inh 10.3.
For CC(=O)c1cccc(-c2cccc(C(=O)NCCN(C(C)C)C(C)C)c2)c1 the results were ULK1 primary 7.1 and ASK1 inh -7.6.
Screening COc1cc(Nc2nc(NCCO)c3[nH]cnc3n2)cc(OC)c1OC returned ULK1 primary 63.1* and ASK1 inh -24.2.

For reference, some entries already given.
`Nc1nc(Nc2ccccc2)cc(Nc2nccc3ccccc23)n1` gave ULK1 primary -24.6 and ASK1 inh -6.2.
`COc1ccc(CCNc2ncnc3c2nc(-c2ccc(C(=O)NC4CC4)cc2)n3C(C)C)cc1` gave ULK1 primary -1.1 and ASK1 inh -3.8.
For Cc1ccc2c(c1)CC(C(=O)Nc1ccc(-c3cn[nH]c3)cc1OCC(=O)O)CO2 (stereo unspecified) the results were ULK1 primary 9.4 and ASK1 inh -13.0.
C/C(=N\Nc1cc(N2CCOCC2)nc(C)n1)c1ccc(F)cc1 was read as ULK1 primary -16.2.
Screening CC(C)N(CCNC(=O)c1csc(Nc2ccncn2)n1)C(C)C returned ULK1 primary -3.0 and ASK1 inh 0.8.
For NC(=O)c1ccc(-c2ncc(C(=O)NCc3ccccc3)s2)cc1 the results were ULK1 primary -4.7 and ASK1 inh 5.6.
O=C(Cc1cn(-c2ccc(NCCCN3CCCC3=O)nn2)c2ccccc12)NCc1nc2ccccc2[nH]1 was read as ULK1 primary 12.6 and ASK1 inh -3.8.

The list continues.
`FC(F)(F)c1cccc(CNc2ccnc(Nc3ccccc3)n2)c1` gave ULK1 primary -19.7 and ASK1 inh -1.0.
For Cc1cnc(Nc2nc3ccccc3n2C)nc1NC1CCN(Cc2ccccc2)CC1 the results were ULK1 primary 9.2 and ASK1 inh -3.2.
Screening Cn1nccc1Nc1nc(NCCc2ccc(O)cc2)c2ncn(Cc3ccc(C(F)(F)F)cc3)c2n1 returned ULK1 primary -0.8 and ASK1 inh -0.3.
`CN1CCC(NC(=O)c2cccc(-n3cc(Nc4nnnn4-c4ccccc4)cn3)c2)CC1` gave ULK1 primary -13.6 and ASK1 inh -4.8.
For CCCNc1ccnc(NCC)n1 the results were ULK1 primary 4.1 and ASK1 inh -1.8.
Screening FC(F)(F)c1ccc(Cn2cnc3c(NCc4ccccc4)nc(Nc4ccc(N5CCOCC5)cc4)nc32)cc1 returned ULK1 primary -4.6 and ASK1 inh 8.5.
`O=C(CN1CCOCC1)N/N=C/c1c(O)ccc2ccccc12` gave ULK1 primary -1.8.
Screening COc1ccc(N2CCn3c(SCCc4ccccc4)nnc32)cc1 returned ULK1 primary 6.4.
For CN(C)c1cccc(Nc2nc(NCc3cccc(C(F)(F)F)c3)c3ncn(Cc4ccc(C(F)(F)F)cc4)c3n2)c1 the results were ULK1 primary 22.7 and ASK1 inh 32.8.
For CCOC(=O)c1ncn2c1CN(C)C(=O)c1cc(F)ccc1-2 the results were ULK1 primary 9.3.
O=C(NCc1ccccc1)c1cnc(NCc2cccnc2)s1 was read as ULK1 primary 8.0 and ASK1 inh -2.1.
Screening O=C(Nc1ccccc1)c1ccnc(-c2csc3ccccc23)c1 returned ULK1 primary -0.1 and ASK1 inh 2.8.
COc1ccc(CCNC(=O)c2cccc(Nc3cccnc3)n2)cc1 was read as ULK1 primary -4.6 and ASK1 inh 2.0.
Cc1noc(C)c1-c1nc(C(=O)Nc2ccc(N3CCOCC3)cc2)cs1 was read as ULK1 primary 16.6 and ASK1 inh -5.2.
CC(C)n1c(Nc2cccnc2)nc2c(NCc3ccccc3)ncnc21 was read as ULK1 primary 0.2 and ASK1 inh -9.1.
`Cc1c(NC(=O)c2csc3c2CCCC3)c(=O)n(-c2ccccc2)n1C` gave ULK1 primary -1.4.
Screening FC(F)(F)c1ccc(Cn2cnc3c(NCc4cccc(C(F)(F)F)c4)nc(NCc4cccnc4)nc32)cc1 returned ULK1 primary -9.8 and ASK1 inh 10.2.
COc1ccc(-c2nc(NCc3cccc(C(F)(F)F)c3)c3ncn(C(C)C)c3n2)cc1 was read as ULK1 primary -21.5 and ASK1 inh 1.9.
Screening CC(C)(C)c1ccc(C(=O)N2CCC(C(=O)NC3CC3)CC2)cc1 returned ULK1 primary -9.7.
Screening CC(C)n1cnc2c(NCc3ccccc3)nc(Nc3ccccn3)nc21 returned ULK1 primary -3.1 and ASK1 inh 10.1.

Reprinted from the part before: two compounds, followed by the next part.
Screening CC(C)(C)c1ccc(C(=O)N2CCC(C(=O)NC3CC3)CC2)cc1 returned ULK1 primary -9.7.
Screening CC(C)n1cnc2c(NCc3ccccc3)nc(Nc3ccccn3)nc21 returned ULK1 primary -3.1 and ASK1 inh 10.1.
`CCCCCOc1ccc(N2C(=O)C=CC2=O)cc1` gave ULK1 primary -1.4.
`Cc1cccc(-c2cc(=O)c3cc(N)ccc3o2)c1` gave ULK1 primary 11.1.
`CCCNc1nc(-c2ccc(OC)cc2)nc2c1ncn2-c1ccsc1` gave ULK1 primary -8.8 and ASK1 inh -24.9.
For CCN(CC)c1cc(-c2ccc(F)cc2)nc(-c2cccnc2)n1 the results were ULK1 primary 1.4.
`Nc1cccc(-c2nc(NC3CCN(Cc4ccccc4)CC3)c3ncn(Cc4ccc(C(F)(F)F)cc4)c3n2)c1` gave ULK1 primary -15.4 and ASK1 inh 9.8.
Screening OCCNCCO returned ULK1 primary -4.0.
